Screens as filed in PubChem BioAssay.
TRPC6 inh – mouse TRPC6 channel inhibition; Q61143; HEK293-TRPC6, membrane potential dye, ACh-evoked depolarization; active compounds read low; B-score at 10 µM; actives 1.1% (n = 310,000);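 active means B-score under library mean minus 3 SD, initial fluorescence not abnormally high, positive integrated signal ratio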;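 further: B-score derived from integrated fluorescence ratio over the kinetic read; more negative B-score means stronger inhibition of depolarization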
TRPC4 agonist – activators of mouse TRPC4 channel | HEK293 TRPC4beta/mu-opioid, Fluo4 calcium fluorescence; active compounds read high | B-score at 10 µM | actives 0.49% (n = 310,000);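 active means B-score above 5 SD of library B-scores, and initial fluorescence ratio not above library mean plus 5 SD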;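 further: positive B-score marks a calcium rise read as TRPC4 activation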
Target sequence (Q9QUQ5 whole entry, looked up): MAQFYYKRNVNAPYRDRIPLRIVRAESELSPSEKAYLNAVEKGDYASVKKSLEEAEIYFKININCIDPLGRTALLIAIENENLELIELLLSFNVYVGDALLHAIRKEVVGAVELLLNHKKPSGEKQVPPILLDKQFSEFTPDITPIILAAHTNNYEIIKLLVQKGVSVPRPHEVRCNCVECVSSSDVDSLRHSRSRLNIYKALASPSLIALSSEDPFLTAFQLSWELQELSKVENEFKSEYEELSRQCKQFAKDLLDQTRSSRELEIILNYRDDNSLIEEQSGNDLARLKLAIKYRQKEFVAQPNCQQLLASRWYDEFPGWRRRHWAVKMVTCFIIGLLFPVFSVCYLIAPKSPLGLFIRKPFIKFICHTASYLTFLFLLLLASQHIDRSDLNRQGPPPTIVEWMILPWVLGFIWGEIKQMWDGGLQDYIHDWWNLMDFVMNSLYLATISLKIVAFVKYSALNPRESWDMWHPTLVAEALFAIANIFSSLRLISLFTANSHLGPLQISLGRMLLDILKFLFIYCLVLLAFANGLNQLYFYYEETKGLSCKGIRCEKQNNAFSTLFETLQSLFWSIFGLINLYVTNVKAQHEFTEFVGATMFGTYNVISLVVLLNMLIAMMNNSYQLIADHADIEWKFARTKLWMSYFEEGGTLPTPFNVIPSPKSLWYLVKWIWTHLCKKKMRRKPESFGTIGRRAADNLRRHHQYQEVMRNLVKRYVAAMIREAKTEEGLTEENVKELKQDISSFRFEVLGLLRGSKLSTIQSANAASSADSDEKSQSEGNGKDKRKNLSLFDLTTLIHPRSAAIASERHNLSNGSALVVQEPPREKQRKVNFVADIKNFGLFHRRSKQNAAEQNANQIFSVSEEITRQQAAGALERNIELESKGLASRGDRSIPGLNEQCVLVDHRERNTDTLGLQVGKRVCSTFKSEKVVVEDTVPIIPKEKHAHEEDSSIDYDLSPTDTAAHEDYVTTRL
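Assay system: HEK293 stable line with TRPC4beta plus mu-opioid receptor. Times: dye 45 min RT, read 110 s. Measured by: kinetic Fluo4 calcium fluorescence. Measure: B score of integrated ratio. Controls: assay buffer as low control, maximal DAMGO as high control.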
TRPC4 PAM – TRPC4 (mouse) allosteric potentiation; Q9QUQ5; HEK293 TRPC4beta/mu-opioid, DAMGO EC20, Fluo-4 Ca2+ flux; active compounds read high; B-score at 10 µM; actives 0.42% (n = 310,000); AID 2227;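 active means B-score of calcium response area above 5 SD of library B-scores, with initial fluorescence ratio within 5 SD of library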;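 further: B-score of integrated fluorescence ratio over time as area under calcium response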
MrgX1 ag – agonists of human MrgX1 receptor; AID 588627; actives 0.44% (n = 310,000); B-score at 10 µM; MrgX1-HEK293 cells, Fluo-4 calcium fluorescence, agonist mode; active compounds read high;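 active means calcium response B-score plate-corrected fluorescence ratio at least 3 library SD, with starting fluorescence B-score inside 5 SD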
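Material: MrgX1-expressing HEK293 cells / Dosing: compound as first of three additions / Incubation: overnight seeding, then 1 h dark dye loading / Signal: Fluo-4 NW calcium fluorescence / Evaluation: B-scored fluorescence response ratio / Benchmarks: positive and negative control wells on each plate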
MrgX1 allo act – human MrgX1 positive allosteric modulation, primary screen; MrgX1-HEK293, Fluo-4 calcium flux, FDSS; active compounds read high; actives 0.63% (n = 310,000); Q96LB2; B-score at 10 µM; AID 588675;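 active means plate-corrected calcium response at least 3 library SD above typical, normal starting fluorescence, not activating the receptor alone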;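 further: compound read alongside a low EC10 to EC30 dose of BAM8-22 agonist; peak minus trough fluorescence over baseline measured at the second addition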
TMEM16A act – activators or potentiators of mouse TMEM16A chloride channel; B-score at 10 µM; actives 0.3% (n = 340,000); HEK293 TMEM16A/YFP-H148Q/I152L, iodide quench fluorescence; active compounds read low; AID 623877;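 active means fluorescence-ratio B-score plate-corrected deviation score at least 3 library SD below zero, with starting fluorescence score within 5 deviations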;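 further: channel opened by trigger with iodide after compound preincubation; score built on the fluorescence ratio of max minus min over baseline; more negative score means more quench and so TMEM16A activation or potentiation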
TRPC4 block – TRPC4 (mouse) channel inhibition; Q9QUQ5; HEK293 TRPC4beta/mu-opioid, DAMGO-evoked Fluo4 calcium flux; active compounds read low; B-score at 10 µM; actives 0.39% (n = 300,000);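 active means B-score over 3 SD under the library average, no early fluorescence shift, positive overall ratio signal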
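Signal: kinetic Fluo4 fluorescence imaging of calcium influx. Material: stable TRPC4beta/mu-opioid receptor HEK293 cells. Probe or stimulus: DAMGO in two steps, submaximal then maximal.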
TRPC6 act – mouse TRPC6 channel activation. HEK293-TRPC6 membrane potential dye fluorescence; active compounds read high. B-score at 10 µM. actives 0.13% (n = 310,000). AID 2550;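 active means B-score of the integrated fluorescence ratio above library mean plus 3 SD, and starting fluorescence ratio within library mean plus 5 SD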;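 further: higher score means more depolarization so channel activation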
MrgX1 antagonist – human MrgX1 receptor antagonism, primary screen; actives 1.3% (n = 310,000); MRGX1-HEK293 calcium flux, Fluo-4, BAM8-22 antagonism; active compounds read low; AID 588676; B-score at 10 µM;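 active means calcium-response B-score plate-corrected more than 3 library SD below zero, starting fluorescence within 5 deviations, no agonist response on first addition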;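 further: peak minus trough fluorescence over baseline after final BAM8-22 challenge near maximal dose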
ANO1 block – blocks the mouse calcium-activated chloride channel TMEM16A; Q8BHY3; HEK293 TMEM16A/YFP iodide influx fluorescence, ionomycin; normalized B-score (activity score, 25-100; higher = stronger inhibition) at 10 µM; actives 1.2% (n = 310,000); AID 588511;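 active means ratio plate-corrected score three or more library SD toward inhibition, starting fluorescence score within five deviations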;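 further: score derived from kinetic fluorescence span divided by baseline fluorescence per well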
SKKanGAS inh – SKKanGAS growth inhibition | S. pyogenes SKKanGAS, kanamycin growth, BacTiter-Glo, 6 h | inhibition, % at 7.5 µM | actives 1.3% (n = 300,000) | AID 1662;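 active means mean replicate score, as percent of positive control median, at least 50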;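 further: strain carries kanamycin resistance gene driven by streptokinase promoter and grows in 40 µg/ml kanamycin; loss of luminescence reflects streptokinase promoter inhibition or plain growth inhibition; 0% = median of DMSO wells and 100% = positive control at its reference dose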
Numbers without * were called inactive; i = inactive; . = no result given. Rows were taken by chance (roughly 6.7% active in at least one column).

SMILES | TRPC6 inh | TRPC4 agonist | TRPC4 PAM | MrgX1 ag | MrgX1 allo act | TMEM16A act | TRPC4 block | TRPC6 act | MrgX1 antagonist | ANO1 block | SKKanGAS inh
CCOc1ccccc1Nc1ncccc1C(=O)O | i | i | i | i | i | i | i | i | i | i | -1.5
COC(=O)c1sc(NC(=O)C2CCCO2)c(C(=O)OC)c1C (stereo not given) | i | i | i | i | i | i | i | i | i | 25* | 1.1
CC(C)(C)NC(=O)C(c1ccsc1)N(CCc1ccccc1)C(=O)Cn1nnc2ccccc21 (stereo not given) | i | i | i | i | i | i | i | i | i | i | -2.5
COc1ccc(CNC(=O)COC(=O)c2cnccn2)cc1 | i | i | i | i | i | i | i | i | i | i | 1.9
CC(=O)Nc1ccc(-c2nc3cc(Cl)ccc3o2)cc1 | i | i | i | i | i | i | i | i | i | i | -10.0
CS(=O)(=O)N(CC(O)Cn1c2ccccc2c2ccccc21)c1ccccc1 (stereo not given) | i | i | i | i | i | i | i | i | i | i | 0.0
CC(C)(C=O)C1=CC(=O)c2ccccc2C1=O | . | . | . | i | i | i | . | . | i | i | .
CC(NC(=O)C1CCCN1C(=O)OCc1ccccc1)c1ccccc1 (stereo not given) | i | i | i | i | i | i | i | i | i | i | -5.7
CC(c1ccccc1)n1c(N2CCN(C)CC2)nc2c1c(=O)[nH]c(=O)n2C (stereo not given) | i | i | i | i | i | i | i | i | i | i | 1.9
CC(=O)N1c2ccc(S(=O)(=O)N3CCC(C(=O)NCc4ccc(F)cc4)CC3)cc2CC1C (stereo not given) | i | i | i | i | i | i | i | i | i | i | -8.1
CC1CCN(S(=O)(=O)c2ccc3[nH]c(=O)c(=O)[nH]c3c2)CC1 | i | i | i | i | i | i | i | i | i | i | -3.7
CCOC(=O)CN1CC23C=CC(O2)C(C(=O)Nc2ccc(OCC)cc2)C3C1=O (stereo not given) | i | i | i | i | i | i | i | i | i | i | -6.3
Cc1ccccc1CSCCNC(=O)c1ccc(N(C)S(=O)(=O)c2ccccc2)cc1 | i | i | i | i | i | i | i | i | i | i | 2.5
COc1cc(C(=O)Oc2ccccc2/C=N/NC(=O)c2ccc(C)cc2)cc(OC)c1OC | i | i | i | i | i | i | i | i | i | i | 18.0
O=C(CCN1C(=O)c2ccccc2C1=O)NC(=S)Nc1ccccc1 | i | i | i | i | i | i | i | i | i | i | 5.4
O=C(NC(=S)N(CCCCO)C1CCCCC1)c1sc2ccccc2c1Cl | i | i | i | i | i | i | i | i | i | i | 88.6*
O=C(Nc1ncccn1)c1ccc([N+](=O)[O-])cc1Cl | i | i | i | i | i | i | i | i | i | i | -1.8
COc1ccc(CCNC(=O)C2CCCN2C(=O)Nc2ccc(Cl)cc2)cc1OC (stereo not given) | i | i | i | i | i | i | i | i | i | i | 2.7
CCC(C)NCCOc1ccccc1C (stereo not given) | i | i | i | i | 12.7* | i | i | i | i | i | -1.2
CC(=O)c1cccc(NC(=S)NC(=O)c2ccccc2Br)c1 | i | i | i | i | i | i | i | i | i | i | 12.5
COc1ccc2oc(C(=O)OCC(=O)NC3CC3)c(C)c2c1 | i | i | i | i | i | i | i | i | i | i | -12.1
Fc1ccc(Nc2nc3ccccc3s2)cc1 | i | i | i | i | i | i | i | i | i | i | -20.0
CCc1ccc(C2=NN(C(=O)OC)C(O)(C(F)(F)F)C2)cc1 (stereo not given) | i | i | i | i | i | i | i | i | i | i | -7.7
CCn1c(SCC(=O)N2CCN(S(=O)(=O)c3ccccc3)CC2)nnc1-c1cccs1 | i | i | i | i | i | i | i | i | i | i | -0.7
CCn1c(/N=C/c2ccccc2NS(=O)(=O)c2ccc(C)cc2)nc2ccccc21 | . | . | . | i | 13.5* | i | . | . | i | i | .
CCOC(=O)c1csc(NC(=O)c2cc3ccccc3o2)n1 | i | i | i | i | i | i | i | i | i | i | 7.3
Cc1cc(NC(=O)CCC(=O)N(CC(=O)NC2CCCC2)c2ccc(C(C)C)cc2)no1 | i | i | i | i | i | i | i | i | i | i | -9.5
COc1ccc(OC)c(NC(=S)N2CCN(c3ccccn3)CC2)c1 | i | i | i | i | i | i | i | i | i | i | -3.1
CS(=O)(=O)NCc1ccc(C(=O)O)cc1 | i | i | i | i | i | i | i | i | i | i | 1.9
Cc1ccccc1NC(=O)c1ccc2c(c1)N(C)CCS2 | i | i | i | i | i | i | i | i | i | i | -6.1

Looked up by compound from the entries so far, two records:
SMILES | TRPC6 inh | TRPC4 agonist | TRPC4 PAM | MrgX1 ag | MrgX1 allo act | TMEM16A act | TRPC4 block | TRPC6 act | MrgX1 antagonist | ANO1 block | SKKanGAS inh
COc1ccc(OC)c(NC(=S)N2CCN(c3ccccn3)CC2)c1 | i | i | i | i | i | i | i | i | i | i | -3.1
CC(=O)c1cccc(NC(=S)NC(=O)c2ccccc2Br)c1 | i | i | i | i | i | i | i | i | i | i | 12.5

More entries
SMILES | TRPC6 inh | TRPC4 agonist | TRPC4 PAM | MrgX1 ag | MrgX1 allo act | TMEM16A act | TRPC4 block | TRPC6 act | MrgX1 antagonist | ANO1 block | SKKanGAS inh
Cc1ccc(C(=O)NC(=O)OCCn2c(C)cnc2[N+](=O)[O-])cc1 | i | i | i | i | i | i | i | i | i | i | 14.5
O=C(Cn1c(=O)[nH]c2ccccc2c1=O)Nc1ccc2c(c1)OCCO2 | i | i | i | i | i | i | i | i | i | i | -4.5
Cc1ccccc1OCC(O)Cn1nnc2ccccc21 (stereo not given) | . | . | . | i | i | i | . | . | i | i | .
Cc1[nH]nc2c1C(c1ccc3c(c1)OCO3)C(C#N)=C(N)O2 (stereo not given) | i | i | i | i | i | . | i | i | i | i | 18.1
Cc1cc(NC(=O)C(C)SCC(=O)Nc2cc(Cl)ccc2N2CCN(C)CC2)no1 (stereo not given) | i | i | i | i | i | i | i | i | i | i | -5.5
O=[N+]([O-])c1cc2c(cc1C=Nc1ccccc1)OCO2 | i | i | i | i | i | i | i | i | i | i | 1.1
O=C(Nc1ccc(N2CCCCC2)cc1)c1ccc2c(c1)OCCO2 | i | i | i | i | i | i | i | i | i | i | 9.0
CCOC(=O)c1[nH]ncc1CN1CCCC(C(=O)c2cccc3ccccc23)C1 (stereo not given) | i | i | i | i | i | i | i | i | i | i | -2.8
COc1ccc2oc(=O)c(C(=O)N3CCN(c4ccccc4F)CC3)cc2c1 | i | i | i | i | i | i | i | i | i | i | -9.2
O=C(Nc1nnc(-c2ccco2)o1)c1ccc(S(=O)(=O)N2CCCC2)cc1 | i | i | i | i | i | i | i | i | i | i | 0.2
CCN(CC)C(=O)CSc1nnc([C@@H](NC(=O)OC(C)(C)C)C(C)C)o1 | i | i | i | i | i | i | i | i | i | i | 1.6
O=C(c1ccccc1F)N1CCN=C1c1ccccc1 | i | i | i | i | i | i | i | i | i | i | -1.5
CC1CN(C)C(C)C/C1=N\Oc1ccc([N+](=O)[O-])cc1 (stereo not given) | i | i | i | i | i | i | i | i | i | i | -7.7
O=C(NC1CCCC1)C(c1ccc(N2CCOCC2)cc1)N(Cc1ccccc1)C(=O)c1ccco1 (stereo not given) | i | i | i | i | i | i | i | i | i | i | -2.5
O=C(NC1CCCC1)c1ccc(CNc2c(N3CCOCC3)c(=O)c2=O)cc1 | i | i | i | i | i | i | i | i | i | i | -3.0
CC(C)(C)c1ccc(/C=C/C(=O)Nc2nncs2)cc1 | i | i | i | i | i | i | i | i | -4.84* | i | 1.3
CN1C(=O)[C@H]2[C@@H](/C=C/c3ccccc3)N3C(=O)CN(CCO)C(=O)[C@@]3(C)[C@H]2C1=O | i | i | i | i | i | i | i | i | i | i | -0.4
COc1ccc(/C=C2\COc3ccccc3C2=O)cc1OC | i | i | i | i | i | i | i | i | i | i | -4.6
O=C(CSc1nnnn1-c1ccccc1)Nc1ccc(N2CCOCC2)c(Cl)c1 | i | i | i | i | i | i | i | i | i | i | -6.8
CCOC(=O)c1[nH]c(C)c(C(=O)Nc2ccc(F)cc2)c1C | i | i | i | i | i | i | i | i | i | i | -7.1
CCC1CCCCN1CCCNC(=O)c1ccc2c(=O)n(CCOC)c(=O)[nH]c2c1 (stereo not given) | i | i | i | i | i | i | i | i | i | i | -0.2
Cc1nn(-c2ccccc2)c2c1C(c1cccs1)C(C#N)=C(N)O2 (stereo not given) | i | i | i | i | i | i | i | i | i | i | 8.9
CCCCOC(=O)C1=C(C)Nc2ncnn2C1c1ccc(OC)c(OC)c1 (stereo not given) | i | i | i | i | i | i | i | i | i | i | -0.8
C=CCc1cccc(/C=N/NC(=O)CCCNc2ccc(C)cc2)c1O | i | i | i | i | i | i | i | i | i | i | 16.1
CC(=O)N1CSCC1C(=O)O (stereo not given) | i | i | i | i | i | i | i | i | i | i | 6.7
COc1ccccc1NC(=S)N(Cc1ccco1)Cc1cc2cc(C)c(C)cc2[nH]c1=O | i | i | i | i | i | i | i | i | i | i | 16.4
Cc1c(CCO)sc[n+]1CC(=O)OCCC12CC3CC(CC(C3)C1)C2 | i | i | i | i | i | i | i | i | i | i | 2.3
Cc1ccc(S(=O)(=O)Oc2ccc(/C=N/NC(=O)c3cccnc3)cc2)cc1 | i | i | i | i | i | i | i | i | i | i | -14.9
CCCCC(=O)Nc1nnc(S(=O)(=O)N(CC)c2ccc(OC)cc2)s1 | i | i | i | i | i | i | i | i | i | i | 4.2
CC(Oc1ccc(Cl)cc1)C(=O)Nc1ccccc1C(=O)N1CCOCC1 (stereo not given) | i | i | i | i | i | i | i | i | i | i | -4.7
Cc1nnsc1C(=O)NNc1c(Cl)cccc1Cl | i | i | i | i | i | i | i | i | i | i | 4.0
CCOC(=O)CSc1nnc(Cc2ccccc2)n1CC1CCCO1 (stereo not given) | i | i | i | i | i | i | i | i | i | i | 0.1
Cc1cc(C(=O)NC(C)c2ccccc2)c2cc(F)ccc2n1 (stereo not given) | i | i | i | i | i | i | i | i | -5.42* | i | 25.1
C[C@H]1CC[C@]2(O[C@H](CCO)C[C@H](O)[C@H]2O)O1 | i | i | i | i | i | i | i | i | i | i | 1.2
CCOC(=O)C1CCN(c2c(NCCCN3CCCCC3)c(=O)c2=O)CC1 | i | i | i | i | i | i | i | i | i | i | -0.5
C=CCN1CC2(c3ccccc3)CN(CC=C)CC(c3ccccc3)(C1)C2=O | i | i | i | i | i | i | i | i | i | i | -4.7
